# High-throughput results as filed in PubChem.
# TR SRC2 fluor cs = counter-screen for TRb-SRC2 inhibitors: fluorescence interference | TRb/SRC2 Texas Red total fluorescence interference | Potency, µM (doses to about 106 µM), for inactives: top-dose fluorescence change, negative = quenching | hit rate 0.29% among 280,000; active = well fitted curve in either direction with a large enough effect; inconclusive = small, poorly fitted or top-dose-only effect; note: % is set by controls: 0 for no effect and ±100 for the full control effect
#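 Human TRb ligand-binding domain at 0.6 uM with 20 nM Texas Red SRC2 peptide in Tris buffer containing 1 uM T3 and 5% DMSO, incubated with compound 5 h at ambient temperature. Total fluorescence (555/632 nm) calculated as parallel + 2 × perpendicular.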
# L3MBTL1 block = inhibitors of human L3MBTL1 | Q9Y468 | hit rate 0.66% among 230,000 | Potency, µM (top dose mostly 57.1 µM), for the others: at the highest dose activity, negative = inhibition, most hits filed as inhibitors | AlphaScreen L3MBTL1–H3K9me1 peptide binding; note: % is set by controls: 0 for no effect and ±100 for the full control effect; nearly all actives have a fitted effect of over 60% in size
#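 L3MBTL1 (50 nM) pre-complexed 30 min with biotinylated H3(1-15)K9me1 peptide (75 nM), then compounds added for 30 min at room temperature; AlphaScreen streptavidin donor/nickel chelate acceptor beads (10 ug/mL final) read after 30 min dark incubation.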
# RECQ1 helicase = inhibitors of human RECQ1 DNA helicase; hit rate 0.54% among 240,000; AID 2549; RECQ1 DNA unwinding, red fluorescence kinetic read; Potency, µM (doses to about 57.3 µM), without a hit: at the highest dose activity, negative = inhibition, actives largely listed as inhibitors; P46063;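 note: plate controls were vehicle for no effect and no enzyme for full effect; nearly all actives have a fitted effect of over 30% in size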
# Target sequence (P46063 whole entry, looked up): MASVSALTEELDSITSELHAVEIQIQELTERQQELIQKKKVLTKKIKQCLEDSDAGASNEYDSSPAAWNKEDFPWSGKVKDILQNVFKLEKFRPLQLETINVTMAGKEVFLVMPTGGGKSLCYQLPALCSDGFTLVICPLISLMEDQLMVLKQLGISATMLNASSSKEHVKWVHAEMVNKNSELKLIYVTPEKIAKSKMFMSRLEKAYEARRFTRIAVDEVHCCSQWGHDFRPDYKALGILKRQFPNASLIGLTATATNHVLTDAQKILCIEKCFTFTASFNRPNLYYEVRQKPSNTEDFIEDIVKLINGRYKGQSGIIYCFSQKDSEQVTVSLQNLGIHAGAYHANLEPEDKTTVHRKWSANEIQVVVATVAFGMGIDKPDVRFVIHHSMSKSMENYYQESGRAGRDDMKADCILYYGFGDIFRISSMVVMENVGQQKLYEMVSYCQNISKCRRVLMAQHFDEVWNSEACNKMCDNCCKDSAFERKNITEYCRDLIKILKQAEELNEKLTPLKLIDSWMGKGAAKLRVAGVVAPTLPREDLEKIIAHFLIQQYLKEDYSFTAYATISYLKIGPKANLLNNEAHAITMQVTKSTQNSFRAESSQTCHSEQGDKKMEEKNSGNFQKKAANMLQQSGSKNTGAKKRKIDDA
#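 50 nM RECQ1T1 preincubated 15 min with compound in Tris pH 8.0 buffer with MgCl2, DTT, Tween-20 and 2.5 ug/ml poly(dI-dC); started with 200 nM TAMRA/BHQ-2 forked duplex and 2 mM ATP. Unwinding read as fluorescence (525/598 nm), two reads 2 h apart.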
# TRb SRC2 PPI = TRbeta-SRC2 interaction inhibition. AID 1469. Potency, µM (titrated, usually from 106 µM), for inactives: top-dose activity change, negative = inhibition, hits mostly inhibitors. P10828. hit rate 0.065% among 280,000. TRbeta-SRC2 peptide binding, fluorescence polarization; receptor liganded with 1 µM T3;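 note: plate controls were bound peptide for no effect and peptide without receptor for full effect; nearly all actives have a fitted effect of over 50% in size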
#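 TRb LBD 0.6 uM + Texas Red SRC2 peptide 20 nM, 1 uM T3, Tris buffer w/ 5% DMSO; compound pinned, 5 h RT; FP read ex 555/em 632; normalized to unbound and bound controls.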
# Tau fluor cs = counter-screen for tau fibril formation inhibitors; tau K18 P301L Alexa594 fluorescence, heparin fibrillization; Potency, µM (series often up to 57.7 µM), without a hit: at the top dose activity change, negative = decrease; hit rate 0.93% among 280,000; note: % is set by controls: 0 for no effect and ±100 for the full control effect; nearly all actives have a fitted effect of over 55% in size
#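 Human K18 P301L tau (15 uM unlabeled plus 0.24 uM Alexa 594-labeled, final) in 100 mM sodium acetate pH 7 was mixed with compound and 20 uM heparin and incubated 6 hr at 37 C.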
# Tau FP inhib = inhibitors of human tau fibril formation; P10636; K18 P301L tau heparin fibrillization, Alexa594 FP, 6 h; Potency, µM (doses to about 57.7 µM), inactives show at the highest dose activity, negative = inhibition, hits mostly inhibitors; hit rate 0.39% among 280,000; note: % is set by controls: 0 for no effect and ±100 for the full control effect; nearly all actives have a fitted effect of over 55% in size
# Target sequence (P10636 561-689 P618L limits assumed): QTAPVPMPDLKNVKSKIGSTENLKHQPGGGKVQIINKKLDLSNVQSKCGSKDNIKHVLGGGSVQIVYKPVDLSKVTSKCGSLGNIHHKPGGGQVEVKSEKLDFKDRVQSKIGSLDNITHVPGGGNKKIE
#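 Heparin (20 uM) drove fibril formation of recombinant tau K18 P301L, 15 uM unlabeled with 0.24 uM Alexa 594 label, for 6 hr at 37 C in 100 mM sodium acetate pH 7. Fluorescence polarization (555/632 nm) read 1 hr after 30 uM ThT.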
# Tau fibril ThT = inhibitors of human tau fibril formation, thioflavin T binding | recombinant tau K18 P301L (four-repeat tau fragment), heparin-induced fibrillization, ThT fluorescence | AID 1460 | Potency, µM (top dose mostly 57.4 µM), inactives show at the highest dose activity, negative = inhibition, usual class: inhibitors | hit rate 2.1% among 270,000 | P10636; note: % is set by controls: 0 for no effect and ±100 for the full control effect; nearly all actives have a fitted effect of over 55% in size
#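 Heparin-induced (20 uM) aggregation of recombinant human K18 P301L tau, 15 uM unlabeled with 0.24 uM labeled, pH 7 acetate buffer, 6 hr at 37 C with compound. Fibrils quantified by 30 uM ThT fluorescence after 1 hr ambient incubation.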
# HTT ATP protect = cytoprotection in Huntington HTT-Q103 PC12 cell model | Potency, µM (highest dose often 56.4 µM), for inactives: cytoprotection (ATP increase), hits mostly activators | hit rate 0.14% among 230,000 | PC12 HTT-Q103 induced, cytoprotection, ATP luminescence, 40 h;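 note: % of control where 0% means no effect; nearly all actives have a fitted effect of over 45% in size; toxic huntingtin expression switched on by the ecdysone agonist tebufenozide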
#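 Compounds added alongside 100 nM tebufenozide, which induces toxic Q103 huntingtin exon 1-GFP in stable PC12 cells; surviving cells quantified by luminescent ATP measurement. Medium: phenol red-free DMEM, 5% equine and 5% calf serum.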
# An asterisk follows results filed as active; i = inactive; ? = inconclusive; · = no result given; & = joins results of further samples; [ ] = another dose, or the depositor's remark. Unless noted, calls come from the whole dose curve; as a rule, active = well fitted curve in the direction sought with a large enough effect; inconclusive = small, poorly fitted or top-dose-only effect, or another doubt; inactive = no such curve, though single readings can be large; an effect the other way counts as inactive or inconclusive. Potency is the fitted concentration of half-maximal effect. The list is partial. The share of hits here may be higher or lower than overall.
SMILES,TR SRC2 fluor cs,L3MBTL1 block,RECQ1 helicase,TRb SRC2 PPI,Tau fluor cs,Tau FP inhib,Tau fibril ThT,HTT ATP protect
COC(=O)C1C(=O)C2=C(CC1C)NC(C)=C(C(=O)OCc1ccc(OC)cc1)C2c1ccc(C)o1 (configuration not stated),-2.7%,0.0%,i,3.1%,?,-2.8%,-16.9%,-5.5%
CCOC(=O)c1c(C)n(-c2ccccc2)c2ccc(OC(=O)c3ccccc3NC(=O)C(C)(C)C)cc12,-11.0%,·,·,-6.8%,1.0%,-5.9%,1.0%,·
CC(=O)NNc1nc(-c2ccc(NC(C)=O)cc2)cs1,0.9%,-9.0%,7.7%,2.4%,-5.6%,-2.9%,-0.6%,1.5%[10 µM]
CCOC(=O)C1CCN(c2cc(=O)n(Cc3ccc(F)cc3)c(=O)[nH]2)CC1,-2.1%,-7.8%,?,-3.5%,-3.1%,-0.4%,-6.5%,-8.6%
COC(=O)CSc1nc(N)c(C#N)c(CC(C)C)c1C#N,0.5%,8.9%,-0.7%,-4.3%,-15.0%,-6.5%,-2.0%,·
Clc1ccc(C2[C@H]3CN(Cc4cccnc4)[C@H](c4ccccc4)C34CC2(c2ccccc2)C4)cn1 (some centres not stated),-1.4%&-0.1%,·,-2.9%,-1.0%&2.8%,-7.2%&0.9%,-4.5%&4.8%,-14.8%&-9.1%,-31.8%[inhibitor]
CCCCS(=O)(=O)N1C2=NC(C(=O)OC)=C(C(=O)OC)[C@@H]3N(C)c4ccc(OC)cc4[C@]23C[C@H]1C(=O)OC,-2.7%[11.2 µM],·,1.8%[11.5 µM],6.6%[11.2 µM],-15.4%[11.6 µM],4.0%[11.6 µM],-2.2%[11.5 µM],-6.4%&-5.8%[10 µM]
O=C(Cc1csc(N2CCOCC2)n1)N/N=C/c1ccc(Cl)cc1Cl,-3.7%,·,-1.9%,-2.2%,-16.1%,11.8%,-20.8%,7.8%
Cc1cc(Br)ccc1OCC(=O)NNC(=O)c1ccc(NC(=O)C2CC2)cc1,-3.6%,·,-4.0%,-4.9%,-12.6%,-13.2%,-15.0%,1.6%
O=C(CSc1nc2ccccc2s1)Nc1ccc(Cl)c(C(=O)O)c1,0.3%,0.4%,0.0%,-7.8%,-11.6%,-3.4%,-10.4%,·
Cc1[nH]c(=O)[nH]c(=O)c1/C=N/NC(=O)[C@@H](N)CC(C)C,-3.2%,-24.9%,-5.6%,-3.2%,-2.2%,-4.6%,-5.3%,-2.3%[10 µM]
O=[N+]([O-])c1c(NCCO)cc(Sc2nc3ccccc3s2)c2nonc12,-5.8%,-10.6%,-10.7%,6.9%,?,-10.1%,12.6µM*,-103.7%[inhibitor]
COc1ccccc1NC1SC(=O)N(c2ccccc2)C1=O (configuration not stated),-0.2%,-1.9%,-2.3%,1.8%,-9.7%,-3.6%,-5.9%,-3.7%[10 µM]
COc1ccc(N2CC(C(=O)Nc3ccc(F)cc3F)CC2=O)cc1 (configuration not stated),0.2%,-10.4%,-10.4%,-2.6%,5.9%,0.8%,1.8%,5.5%
COc1ccc(COn2c(=O)c(C)[n+]([O-])c3ccccc32)cc1OC,8.2%,·,i,-0.2%,-0.7%,4.1%,-8.5%,9.5%
COc1cccc(CN(C(=O)c2oc3cc(C)ccc3c2C)C2CCS(=O)(=O)C2)c1 (configuration not stated),5.4%,·,·,-3.3%,-17.5%,7.8%,-14.4%,·
COc1cccc(NC(=O)C(=O)NCCc2ccc(F)cc2)c1,-4.6%,9.6%,-0.9%,3.7%,-8.9%,-12.3%,-7.6%,-22.0%[10 µM]
Cc1ccc(-c2noc(-c3ccc(N4CCCCC4C)c([N+](=O)[O-])c3)n2)cc1 (configuration not stated),-2.4%,·,·,-7.3%,-2.0%,-1.0%,-4.0%,·
COC(=O)C1=C(N)Oc2c(oc(CO)cc2=O)C1c1ccc(F)cc1 (configuration not stated),-2.3%,-5.7%,7.6%,-0.6%,3.8%,2.7%,0.0%,-11.0%[10 µM]
O=C(N/N=C/C=C\c1ccccc1[N+](=O)[O-])c1cc(-c2ccc3ccccc3c2)n[nH]1,-2.6%,-6.6%,-6.2%,-11.4%,?,-10.0%,?,8.9%[10 µM]
O=[N+]([O-])c1ccc(SCc2ccco2)cc1N1CCOCC1,-1.9%,-16.6%,i,0.9%,-16.1%,-3.2%,?,·
CC1=C(C(=O)OC2CCCC2)C(c2ccc(F)cc2F)CC(=O)N1 (configuration not stated),-0.1%,·,·,-1.5%,-14.7%,-9.6%,-4.4%,·
Cc1cc2c3c(ccc(C)c3n1)N=CN2c1ccccc1,-5.8%,11.0%,-3.8%,5.4%,4.7%,-9.3%,-3.0%,27.4%[10 µM]
Cc1cc(C(=O)Nc2ncn[nH]2)ccc1[N+](=O)[O-],-0.7%,-4.9%,-1.1%,-0.3%,1.0%,8.9%,-9.3%,·
COc1ccc(C(=O)c2c[nH]c(C(=O)NCCCN3CCOCC3)c2)cc1,-0.8%,-0.2%,i,2.3%,2.5%,2.9%,0.9%,-11.2%[1.9 µM]
COCCN(CCOC)S(=O)(=O)c1ccc(C(=O)Nc2nc3c(s2)CCc2ccccc2-3)cc1,-3.6%,2.5%,6.8%,6.1%,-20.5%,-9.7%,-13.3%,-3.3%[10 µM]
O=C(CN(Cc1ccccc1F)C(=O)Cn1nnc(-c2cccs2)n1)NC1CCCCC1,-3.8%,-2.6%,-11.4%,-4.3%,-16.0%,-1.2%,-8.8%,-16.2%[10 µM]
Cc1nc(CSc2ccc(Cl)cc2)cc(N2CCOCC2)n1,1.8%,8.7%,-11.0%,1.2%,-5.0%,4.1%,-11.9%,-9.7%
CCC(C)Nc1nc(Cl)nc(N(C#N)CN2C(=O)c3ccccc3S2(=O)=O)n1 (configuration not stated),-4.4%,-6.6%,-2.0%,-3.1%,-14.7%,?,?,-37.0%[inhibitor]
Cc1cccc(NC(=O)c2cc3c(s2)-c2c(C)cccc2OC3)n1,1.8%,·,0.0%,-0.2%,-9.9%,-3.1%,·,12.7%[10 µM]

# Three of the compounds above, tab-delimited.
canonical_smiles	TR SRC2 fluor cs	L3MBTL1 block	RECQ1 helicase	TRb SRC2 PPI	Tau fluor cs	Tau FP inhib	Tau fibril ThT	HTT ATP protect
O=[N+]([O-])c1ccc(SCc2ccco2)cc1N1CCOCC1	-1.9%	-16.6%	i	0.9%	-16.1%	-3.2%	?	·
CC1=C(C(=O)OC2CCCC2)C(c2ccc(F)cc2F)CC(=O)N1 (configuration not stated)	-0.1%	·	·	-1.5%	-14.7%	-9.6%	-4.4%	·
Cc1cc2c3c(ccc(C)c3n1)N=CN2c1ccccc1	-5.8%	11.0%	-3.8%	5.4%	4.7%	-9.3%	-3.0%	27.4%[10 µM]

# Further entries
SMILES,TR SRC2 fluor cs,L3MBTL1 block,RECQ1 helicase,TRb SRC2 PPI,Tau fluor cs,Tau FP inhib,Tau fibril ThT,HTT ATP protect
O=C(Nc1cccc2c1CCCC2)C1CCN(C(=O)NC2CCCCC2)CC1,-4.5%,-1.5%,-7.3%,-0.8%,5.8%,1.1%,2.5%,-45.9%[inhibitor][10 µM]
Cn1c(=O)c2cc(NC(=O)c3ccccc3Cl)c(=O)oc2n(C)c1=O,-1.3%,0.8%,-8.5%,0.5%,-1.1%,-4.0%,-7.8%,-14.2%
O=C(Cn1c(=O)n2nc(-c3cccc(F)c3)nc2c2ccccc21)NCc1ccc(Cl)cc1,1.2%,·,·,-2.0%,-5.9%,-14.9%,-4.8%,·
O=C(Oc1ccc(-c2cnc3ccccc3n2)cc1)c1cc([N+](=O)[O-])ccc1Cl,-1.5%,5.9%,i,-25.7%,-25.0%,-7.6%,?,-23.1%
Cc1cc(C)n(-c2ccc(Oc3ccccc3)c(S(=O)(=O)O)c2)n1,-1.3%,·,-3.6%,9.2%,2.9%,16.7%,-2.9%,-30.3%[inhibitor]
COc1ccc(NC(=O)COC(=O)Cc2c(F)cccc2Cl)cc1,1.2%,7.5%,i,6.1%,1.7%,5.6%,-2.8%,13.8%[10 µM]
C=CCN1C(=O)C(Cc2ccc(F)cc2)S/C1=N/N=C/c1cccs1 (configuration not stated),0.3%,7.4%,-15.0%,-11.3%,-20.2%,-9.1%,-2.3%,?
c1csc(-c2nnc(Cc3cccc4ccccc34)o2)c1,-1.6%,7.9%,-14.3%,-4.4%,-17.6%,-5.8%,-12.5%,33.0%[1.9 µM]
COc1ccc(OC)c(S(=O)(=O)Nc2ccccc2F)c1,-1.9%,3.2%[11.4 µM],-1.9%,6.7%,7.7%,?,0.4%,-11.2%[0.074 µM]
CCCCn1c(N)c(N(CC)C(=O)c2cc(OC)cc(OC)c2)c(=O)[nH]c1=O,-7.4%,·,-10.6%,-5.6%,-6.2%,-2.8%,-7.1%,?
Cc1ccc2cc(C#N)c(SCC(=O)NCc3ccco3)nc2c1,-1.1%,?,i,-0.5%,-6.8%,-3.7%,?,-7.9%[10 µM]
O=C(CN1CCN(Cc2ccccc2Cl)CC1)N/N=C/c1cccs1,-1.7%,-8.5%,-5.4%,-3.5%,-12.3%,-4.7%,-15.2%,5.9%[10 µM]
Cc1c(C(=O)NCC2COc3ccccc3O2)oc2ccc(S(=O)(=O)N3CCOCC3)cc12 (configuration not stated),0.2%,-7.8%,-12.5%,-10.7%,-13.8%,5.8%,-9.7%,15.0%[10 µM]
Cc1cccc(Cn2nc(C)cc2NC(=O)CCCn2ccc([N+](=O)[O-])n2)c1,-0.6%,·,-2.4%,8.7%,-15.2%,9.2%,-10.5%,-14.4%
CN(C)S(=O)(=O)c1ccc(Cl)c(NC(=O)COC(=O)/C=C/c2ccc(S(=O)(=O)N3CCOCC3)cc2)c1,-4.0%,1.9%,-0.4%,2.5%,-10.0%,2.2%,2.0%,·
CCn1ccnc1CNCc1cn(-c2cc(C)ccc2C)nc1-c1ccccc1,-1.8%,?,-5.9%,1.9%,-1.3%,-4.5%,-8.5%,-3.1%[10 µM]
